# Source: PubChem BioAssay
# Tn6 DDE FP = disrupts Tn6 cyclic peptide binding to fibrin D-Dimer-E complex. P02675. Fibrin DD(E) TRITC-Tn6 fluorescence polarization displacement. inhibition, % at 8.3 µM. 370,000 compounds, 0.21% hits. AID 720509;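 active = inhibition above a per-campaign cutoff: mean of compounds within control limits plus 3 SD, cut at about 15% in these data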;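 note: 0% = median of all compound wells on the plate and 100% = blocking peptide control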
# PLCb3 inh = inhibitors of human phospholipase C beta3; 370,000 compounds, 0.18% hits; Purified PLC-beta3, fluorogenic substrate, fluorescence; AID 720704; inhibition, % at 12.2 µM; in the data active = inhibition above about 11%;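 note: 0% = median of compound wells on plate and 100% = full blocker control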
# Target sequence (Q01970 whole entry, looked up): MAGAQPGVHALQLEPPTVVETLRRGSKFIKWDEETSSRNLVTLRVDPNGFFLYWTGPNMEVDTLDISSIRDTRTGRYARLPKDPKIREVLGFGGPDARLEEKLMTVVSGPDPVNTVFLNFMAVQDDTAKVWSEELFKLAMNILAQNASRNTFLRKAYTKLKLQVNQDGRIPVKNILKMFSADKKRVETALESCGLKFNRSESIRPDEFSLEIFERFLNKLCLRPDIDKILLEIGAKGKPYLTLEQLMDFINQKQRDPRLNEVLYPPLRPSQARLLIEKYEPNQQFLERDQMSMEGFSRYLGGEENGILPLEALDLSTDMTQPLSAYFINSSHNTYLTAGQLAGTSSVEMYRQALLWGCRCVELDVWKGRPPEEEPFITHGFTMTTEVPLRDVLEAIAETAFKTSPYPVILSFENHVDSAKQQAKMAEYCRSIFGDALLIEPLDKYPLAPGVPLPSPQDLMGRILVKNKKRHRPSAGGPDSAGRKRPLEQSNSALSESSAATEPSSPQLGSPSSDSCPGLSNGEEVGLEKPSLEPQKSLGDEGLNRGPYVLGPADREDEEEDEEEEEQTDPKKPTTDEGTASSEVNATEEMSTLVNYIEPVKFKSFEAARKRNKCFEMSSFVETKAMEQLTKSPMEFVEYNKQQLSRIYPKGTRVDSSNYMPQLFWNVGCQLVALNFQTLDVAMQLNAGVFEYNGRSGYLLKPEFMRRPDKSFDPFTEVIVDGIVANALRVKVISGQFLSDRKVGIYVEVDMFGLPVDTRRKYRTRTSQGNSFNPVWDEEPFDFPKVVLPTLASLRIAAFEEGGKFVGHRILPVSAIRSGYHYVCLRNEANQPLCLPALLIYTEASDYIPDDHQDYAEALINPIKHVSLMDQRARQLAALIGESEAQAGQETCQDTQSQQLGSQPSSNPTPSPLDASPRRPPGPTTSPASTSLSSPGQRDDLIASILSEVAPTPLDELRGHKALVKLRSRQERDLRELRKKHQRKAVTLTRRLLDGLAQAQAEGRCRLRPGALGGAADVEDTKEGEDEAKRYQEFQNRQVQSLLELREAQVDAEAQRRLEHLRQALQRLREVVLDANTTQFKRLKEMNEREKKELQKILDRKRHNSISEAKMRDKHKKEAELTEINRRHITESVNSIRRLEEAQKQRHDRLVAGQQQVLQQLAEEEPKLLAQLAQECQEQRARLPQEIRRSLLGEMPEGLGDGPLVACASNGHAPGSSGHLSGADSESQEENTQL
# KLK7 zymogen act = activators of human kallikrein-7 zymogen; activation, % at 7 µM; P49862; 370,000 compounds, 0.9% hits; AID 652039; purified proKLK7, EDANS-DABCYL substrate fluorescence; 100% is mature enzyme control, 0% vehicle;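 active = activation above the mean of all tested compounds plus 3 SD, computed per campaign excluding outliers beyond control limits, cut at about 13% in these data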
# UHRF1 MBD2 ctr = blocks human UHRF1 binding to methylated DNA. AID 687016. inhibition, % at 4.4 µM. 370,000 compounds, 0.75% hits. UHRF1 binding to methylated oligo, TR-FRET. Q96T88; in the data active = inhibition above about 21%;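 note: UHRF1 SRA domain binding a hemimethylated CpG hairpin DNA probe; 0% = median of test compound wells and 100% = reference inhibitor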
# sPLA2-III inh = Blocks human group III sPLA2 activity; QFRET BODIPY PC-A2 liposome hydrolysis, fluorescence; inhibition, % at 12.2 µM; 370,000 compounds, 0.56% hits;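 active = inhibition above mean plus 3 SD of compounds lying within the high and low control bounds, cut at about 19% in these data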;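 note: 0% = median of test compound wells and 100% = no enzyme DMSO wells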
# Rev-erbA mod = modulates human Rev-erb alpha binding to DNA; activity, % at 10 µM; AID 1259318; P20393; 370,000 compounds, 0.79% hits; Rev-erbα–FITC-DNA binding, fluorescence polarization, 90 min;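 active = activity above about 14%, limit read from the data; passing the limit was not always enough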;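 note: 0% = DMSO wells with 35 nM protein and 100% = DMSO wells with 750 nM protein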
# ARFGAP1 inhibitor = rat ARFGAP1 inhibition; Q62848; inhibition, % at 16.5 µM; Arfgap1-stimulated ARF1 GTP hydrolysis, GDP FP detection; 360,000 compounds, 0.26% hits; AID 651572;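 active = inhibition above a per-plate limit, mean inhibition of low control wells plus 3 SD, cut at about 25% in these data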;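 note: 0% = DMSO wells with enzyme and 100% = wells lacking Arfgap1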
#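 material = rat Arfgap1 catalytic domain, aa 1-136 | also added = human ARF1(Δ1-17)-GTP substrate | compound dosing = one concentration, 16.5 µM, DMSO 1.26% | times = GTP hydrolysis reaction 2 h at 25 °C | measured by = FP, GDP Alexa 633 tracer displaced from anti-GDP antibody, 620/688 nm | evaluation = percent inhibition of Arfgap1-stimulated GTP hydrolysis | replication = single well per compound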
# DDE Tn7 FP inh = disrupts Tn7 cyclic peptide binding to fibrin D-Dimer-E complex; inhibition, % at 8.3 µM; FP displacement of FITC-Tn7 peptide from fibrin DD(E); 0% = median of compound wells per plate; 370,000 compounds, 0.13% hits; P02675;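 active = inhibition above the mean of compounds falling within the control limits plus 3 SD of them, cut at about 14% in these data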;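 note: 0% = plate median of compound wells and 100% = 10 µM Aha-Tn7 peptide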
#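 Test system – human fibrin DD(E) · Times – 10 min preincubation, 3 h with tracer, room temperature · Detection – fluorescence polarization of the labelled Tn7 tracer · Measure – percent inhibition normalized to high-control wells · Benchmarks – high control wells with 10 µM unlabelled Aha-Tn7 peptide (full inhibition) · Repeats – singlicate testing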
# PLCg1 inh = PLC-gamma1 (human) inhibition, primary screen; purified PLC-gamma1, fluorogenic substrate, fluorescence; P19174; AID 720700; 370,000 compounds, 0.84% hits; inhibition, % at 12.2 µM; in the data active = inhibition above about 9.5%
# ASAP1 GAP inh = inhibitors of human ASAP1 ArfGAP activity; Q9ULH1; ASAP1-stimulated ARF1 GTP hydrolysis, GDP FP detection; inhibition, % at 16.5 µM; 360,000 compounds, 0.19% hits; AID 624377; in the data active = inhibition above about 25%;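 note: 0% = vehicle with enzyme and substrate and 100% = no enzyme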
# * marks the source's active call; other numbers are inactive results; i = inactive.
Structure	Tn6 DDE FP	PLCb3 inh	KLK7 zymogen act	UHRF1 MBD2 ctr	sPLA2-III inh	Rev-erbA mod	ARFGAP1 inhibitor	DDE Tn7 FP inh	PLCg1 inh	ASAP1 GAP inh
COc1ccc(OC)c(N=c2oc3cc(O)ccc3cc2C(N)=O)c1	1	-355	14*	0	2	1	1	3	-290	-14
O=C(CCCc1nc(-c2ccccc2Cl)no1)N1CCOCC1	6	0	0.0	-2	0	-3	4	-1	0	2
CCN(C(=O)COc1ccc(N(C)S(=O)(=O)c2ccc(NC(C)=O)cc2)cc1)C1CCCCC1	7	4	-0.3	0	-16	3	8	-2	2	6
CC(c1ccccc1)N1CC(C(=O)O)CC1=O (configuration not stated)	2	3	0.0	-2	0	-3	0	2	1	17
CC(=O)CCC(=O)CNC(=O)CC[C@H]1O[C@@H](n2ccc(=O)[nH]c2=O)[C@H](O)[C@@H]1O	0	-1	-0.5	2	6	-3	-2	-2	-2	3
OC[C@@H]1CN(Cc2cccs2)C[C@H](n2cnc3c(NCc4ccc(F)cc4)ncnc32)O1	8	2	0.6	0	-9	-3	-2	3	-1	7
Cc1c(CCC(=O)O)c(=O)oc2c(C)c(OCc3cc4c(cc3Cl)OCO4)ccc12	10	-9	-0.3	0	-2	-10	12	8	-3	-3
O=C1NC[C@@H](CCCCN2C[C@H](Cc3ccccc3)N(CCc3ccc(O)cc3)C(=O)C2=O)N(CC2CCCCC2)C1=O	0	5	0.0	0	-22	3	-10	0	2	-13
CC(=O)c1c(-c2ccccc2)c2cc(Cl)ccc2n(C)c1=O	9	-10	-0.1	1	1	-1	7	2	-4	-5
COc1cccc(NC(=S)N/N=C2\CC(C)(C)Oc3ccc(O)cc32)c1	-1	-116	-10	-3	13	3	-7	2	-120	1
COC(=O)c1ccc(NC(=O)CNc2ccccc2)cc1	3	-3	-0.7	1	1	-4	18	6	1	-6
CSc1ccc(C2Nc3ccccc3-c3cc(C)nn32)cc1 (configuration not stated)	3	-79	1.9	-3	-3	0	-2	2	-59	6
CCC(=O)N1CCc2cc(S(=O)(=O)CCC(=O)N3CCN(c4ccccc4)CC3)ccc21	3	-8	-0.2	2	6	-8	-3	-8	-1	0
O=C(Nc1ccc(CN2CCCCC2)cc1)c1cccc(Br)c1	1	0	0.0	-3	-8	-4	7	-4	1	1
CCN(CC)C(=O)C1=C(C)Nc2ncnn2C1c1cccnc1 (configuration not stated)	-6	3	0.1	3	8	-2	4	6	-2	-12
COc1ccc(C/C(C)=N/NC(=S)Nc2ccc(Cl)cc2)cc1	5	-8	-0.1	1	9	4	8	5	-4	-4
CCN1C(=O)C(O)(CC(=O)c2c(C)coc2C)c2ccccc21 (configuration not stated)	-2	-1	-0.2	3	-3	-1	0	-2	-2	2
COc1ccc(S(=O)(=O)N2CCCN(CC(=O)Nc3ccccc3F)CC2)cc1	-5	2	-0.9	2	-5	4	0	-10	1	-4
O=c1c2ccccc2c(/C=N/c2n[nH]c(CCCO)n2)c(O)n1-c1ccccc1Cl	-17	i	27*	-2	-3	0	6	-4	-460	4
O=C(O)CC(NC(=O)C(c1ccccc1)c1ccccc1)c1ccc(F)cc1 (configuration not stated)	-3	5	-0.7	-1	-1	-4	-2	-2	2	-3
CCC(CC)C(=O)Nc1ccc(Nc2ccccc2)cc1	-1	0	0.2	-2	12	-2	12	3	0	-17
Cc1ccc(-n2c(=O)[nH]c3c(C(N)=O)nc(C(C)C)nc32)cc1	-1	-26	-5.4	-4	6	2	-1	-5	-14	-2
COc1ccc(N2CCN(C(=O)COC(=O)c3cccc(S(=O)(=O)Nc4cccc(C)c4)c3)CC2)cc1	9	-5	0.3	-1	-29	-3	6	2	4	-3
Cc1ncc(CC(=O)n2cc(C(=O)c3cc(Cl)ccc3O)cn2)s1	3	-11	0.3	-2	-24	1	-5	4	-10	-2
O=C(CN1C(=O)c2ccccc2C1=O)NC(Cc1ccccc1)C(=O)O (configuration not stated)	0	1	0.0	2	3	0	3	4	0	-2
Cc1ccc(CN(C)C(=O)c2cc(Br)c(Br)s2)o1	-3	-16	-0.4	2	-2	-1	4	2	-3	2
CCOC(=O)C1CCCN(c2cc(C)nc3cc(-c4ccc(Cl)cc4)nn23)C1 (configuration not stated)	6	-4	-1.4	1	9	1	-11	8	-8	-9
COc1cccc(N=Nc2c(=O)[nH]n3c(=O)c4c([nH]c23)CCC4)c1	6	2	-0.3	-20	-5	-3	2	-4	1	6
CC(C)CC(C(=O)O)C(C)CC(=O)Nc1ccn(-c2ccccc2)n1 (configuration not stated)	1	3	-0.2	0	2	3	-3	-4	4	-18
COc1ccc(C)c2sc(NC(=O)C3=COCCO3)nc12	0	-32	-0.1	-1	-24	-5	-4	9	-24	-1
O=C(Nc1ccc(OCc2ccccc2)cc1)Nc1nnc([C@H]2C[C@H](O)[C@@H](CO)O2)s1	-2	3	-0.8	0	-25	-2	-1	-3	4	3
COc1cccc(N2C(=O)C(CC(=O)Nc3ccc(F)cc3)N(C3CCCCC3)C2=O)c1 (configuration not stated)	1	0	0.3	-2	-12	-1	1	4	0	3
COc1ccc(CCNC(=O)CN2CCN(c3ccccc3Cl)CC2)cc1	-9	0	-0.7	6	-4	-4	5	6	-4	-8
O=C(O)Cn1cnc2scc(-c3ccccc3)c2c1=O	5	-2	0.0	-2	4	-2	12	0	2	-24
COc1cc(C(=O)N(Cc2cccnc2)Cc2cc3cc4c(cc3[nH]c2=O)OCCO4)cc(OC)c1OC	-8	-155	4.9	4	7	-2	-5	1	-100	-11
CCOc1ccc(NC(=S)N(CCc2c(C)[nH]c3ccccc23)Cc2cccnc2)cc1	2	7	-0.2	-1	-7	2	14	2	3	15
CC(OC(=O)CN1C(=O)c2ccccc2C1=O)C(=O)NC1CCCC1 (configuration not stated)	7	0	0.2	-3	6	4	-4	5	-1	-6
S=c1sc2c(Cl)ncnc2n1-c1ccccc1	6	-2	0.0	3	3	2	9	3	3	-1
COc1ccccc1Nc1nc(C)cc(C)n1	3	-2	-0.1	2	9	-3	-20	-4	-2	2
O=C(O)c1cnn(-c2nc(-c3ccc(F)cc3)cs2)c1C(F)(F)F	0	-73	1.1	3	-1	2	3	-4	-56	8

# Given with values under each structure: twelve of the compounds above.
# The line under a structure holds: Tn6 DDE FP | PLCb3 inh | KLK7 zymogen act | UHRF1 MBD2 ctr | sPLA2-III inh | Rev-erbA mod | ARFGAP1 inhibitor | DDE Tn7 FP inh | PLCg1 inh | ASAP1 GAP inh
Cc1ccc(CN(C)C(=O)c2cc(Br)c(Br)s2)o1
  -3 | -16 | -0.4 | 2 | -2 | -1 | 4 | 2 | -3 | 2
CCOC(=O)C1CCCN(c2cc(C)nc3cc(-c4ccc(Cl)cc4)nn23)C1 (configuration not stated)
  6 | -4 | -1.4 | 1 | 9 | 1 | -11 | 8 | -8 | -9
COc1cccc(N=Nc2c(=O)[nH]n3c(=O)c4c([nH]c23)CCC4)c1
  6 | 2 | -0.3 | -20 | -5 | -3 | 2 | -4 | 1 | 6
CC(C)CC(C(=O)O)C(C)CC(=O)Nc1ccn(-c2ccccc2)n1 (configuration not stated)
  1 | 3 | -0.2 | 0 | 2 | 3 | -3 | -4 | 4 | -18
COc1ccc(C)c2sc(NC(=O)C3=COCCO3)nc12
  0 | -32 | -0.1 | -1 | -24 | -5 | -4 | 9 | -24 | -1
O=C(Nc1ccc(OCc2ccccc2)cc1)Nc1nnc([C@H]2C[C@H](O)[C@@H](CO)O2)s1
  -2 | 3 | -0.8 | 0 | -25 | -2 | -1 | -3 | 4 | 3
COc1cccc(N2C(=O)C(CC(=O)Nc3ccc(F)cc3)N(C3CCCCC3)C2=O)c1 (configuration not stated)
  1 | 0 | 0.3 | -2 | -12 | -1 | 1 | 4 | 0 | 3
COc1ccc(CCNC(=O)CN2CCN(c3ccccc3Cl)CC2)cc1
  -9 | 0 | -0.7 | 6 | -4 | -4 | 5 | 6 | -4 | -8
O=C(O)Cn1cnc2scc(-c3ccccc3)c2c1=O
  5 | -2 | 0.0 | -2 | 4 | -2 | 12 | 0 | 2 | -24
COc1cc(C(=O)N(Cc2cccnc2)Cc2cc3cc4c(cc3[nH]c2=O)OCCO4)cc(OC)c1OC
  -8 | -155 | 4.9 | 4 | 7 | -2 | -5 | 1 | -100 | -11
CCOc1ccc(NC(=S)N(CCc2c(C)[nH]c3ccccc23)Cc2cccnc2)cc1
  2 | 7 | -0.2 | -1 | -7 | 2 | 14 | 2 | 3 | 15
CC(OC(=O)CN1C(=O)c2ccccc2C1=O)C(=O)NC1CCCC1 (configuration not stated)
  7 | 0 | 0.2 | -3 | 6 | 4 | -4 | 5 | -1 | -6

# Next structures:
Structure	Tn6 DDE FP	PLCb3 inh	KLK7 zymogen act	UHRF1 MBD2 ctr	sPLA2-III inh	Rev-erbA mod	ARFGAP1 inhibitor	DDE Tn7 FP inh	PLCg1 inh	ASAP1 GAP inh
CN1C[C@@H]2[C@@H]3C(=O)N(Cc4ccccc4)C(=O)[C@@H]3[C@](Cc3ccccc3)(C1=O)N2C(=O)c1ccc(Cl)cc1	7	-6	-0.1	-2	-14	2	1	-3	-4	-9
O=C(NCC(c1ccc(F)cc1)N1CCOCC1)c1ccc([N+](=O)[O-])o1 (configuration not stated)	-4	2	-0.5	0	9	6	-5	-5	2	17
CSc1nc(NC(C)(C)C)nc(N2CCOCC2)n1	-3	4	0.2	-1	4	-4	0	-2	2	2
Cc1ccc(-c2nnc(N3CCCCC3)c3ccccc23)cc1	-2	-21	-0.5	3	10	-1	-2	-3	-8	3
Cc1nn(CCCC(=O)NCc2ccccc2Cl)c(=O)c2nccn12	-3	4	0.0	1	6	-7	8	-5	6	0
COCCNC(=O)CN1C(=O)/C(=C/c2ccccc2)Oc2ccc(C(C)(C)C)cc21	3	-146	-7.9	-2	1	-3	2	3	-94	-2
CCN(CC(=O)NCc1ccc(F)cc1)C(=O)/C=C/c1ccc(OC)cc1	3	-6	0.2	-3	7	1	-8	-3	0	-12
CCC/C=C/c1ccc(CN2C(C(C)C)C(=O)N(Cc3cn(CCOCOC)nn3)CCS2(=O)=O)cc1 (configuration not stated)	4	4	0.4	0	-17	-1	-6	-7	1	-14
CCC(=O)c1cn([C@H](CCC(OC)OC)CC(=O)OC(C)(C)C)cc1CC	4	5	1.2	-2	4	-1	-2	1	1	-5
Cc1ccc(CCNC(=O)C2CCC(=O)N(CC3CCCCC3)C2)cc1 (configuration not stated)	2	-5	0.4	-1	-11	0	-13	1	1	-4
COc1cc(CN2CCNC(=O)C2CC(=O)NCCc2ncccc2C)cc(OC)c1 (configuration not stated)	6	-6	-0.1	0	3	-1	5	2	-3	12
Cc1cc(C)c2c(CN3CCOCC3)cc(=O)oc2c1C	5	-5	-0.2	0	3	1	5	5	-1	-5
